Bioassay records: PubChem BioAssay, National Center for Advancing Translational Sciences (NCATS)
GAA glycogen = alters human alpha-glucosidase cleavage of glycogen; 300,000 compounds, 0.38% hits; AID 2100; Potency, µM (top dose mostly 76.4 µM), for the others: at the top dose activity change, negative = inhibition, most hits filed as inhibitors; recombinant GAA, glycogen substrate, Amplex Red glucose oxidase fluorescence;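 further: 0% = full enzyme reaction and -100% = no-enzyme basal signal; the screen sought inhibitors and activators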
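Recombinant enzyme (4 nM final) with compounds titrated up to 77 uM and bovine liver glycogen (30 ug) in citrate pH 5.0, 0.01% Tween-20, 37 C 40 min. Released glucose detected by Amplex Red/glucose oxidase (Ex 573/Em 610); AC50 from Hill fits.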
IMPase Li cell = membrane-permeable IMPase blocker, potentiated with lithium; CHO-M1 cells, IP1 TR-FRET (IP-One), carbachol + lithium; 210,000 compounds, 0.35% hits; Potency, µM (highest dose often 59.4 µM), inactives show top-dose activity, negative = IMPase inhibition, actives largely listed as inhibitors;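 further: IP1 builds up when IMPase is blocked and the TR-FRET signal falls; plate controls were basal vehicle for no effect and high inhibitor control for full effect; nearly all actives have a fitted effect of over 50% in size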
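Steps: plate 2000 CHO-M1 cells per well and culture 16–30 h; add compound and lithium; incubate 30 min, 37C; add d2-IP1 tracer and Eu cryptate anti-IP1 antibody in lysis buffer; read after 10 min at room temperature.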
HTT ATP protect = protects HTT-Q103 PC12 cells, measured by ATP | PC12 HTT-Q103 induced, cytoprotection, ATP luminescence, 40 h | Potency, µM (doses to about 56.4 µM), inactives show cytoprotection (ATP increase), most hits filed as activators | 230,000 compounds, 0.14% hits;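 further: % of control where 0% means no effect; nearly all actives have a fitted effect of over 45% in size; toxic huntingtin expression switched on by the ecdysone agonist tebufenozide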
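Rat PC12, Q103 Htt exon1-GFP fusion, ecdysone promoter; tebufenozide inducer 100 nM final; compound titration; qHTS, 1500 cells/well; ATPlite luminescent read.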
GAA inh = alpha-glucosidase (human) inhibition. 200,000 compounds, 0.005% hits. purified human GAA, 4-MU-alpha-glucoside fluorescence. AID 1466. P10253. Potency, µM (series often up to 76.9 µM), for the others: top-dose activity change, negative = inhibition, actives largely listed as inhibitors;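 further: plate controls were uninhibited enzyme wells for no effect and no-enzyme background for full effect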
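Endpoint fluorogenic read: 20 min room-temperature reaction of 4 nM human alpha-glucosidase with 400 uM 4-methylumbelliferyl-alpha-D-pyranoside, pH 5.0, quenched with 1M NaOH/1M glycine pH 10. AC50 from Hill modeling.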
GoLoco inh red = RGS12 GoLoco-Gai1 interaction inhibition | P63096 | Gai1:RGS12 GoLoco peptide FP, rhodamine, 10 min | Potency, µM (titrated, usually from 61.6 µM), without a hit: at the highest dose activity, negative = inhibition, actives largely listed as inhibitors | 230,000 compounds, 0.44% hits | AID 880; active means well fitted inhibition curve with a large enough effect, not every such curve was filed as active; inactive means no such curve, though single readings can be large or run the other way; further: on the % scale 0 is the no-effect control and ±100 the full control effect; nearly all actives have a fitted effect of over 30% in size; many of its hits are not listed in these tables
Target sequence (P63096 whole entry, looked up): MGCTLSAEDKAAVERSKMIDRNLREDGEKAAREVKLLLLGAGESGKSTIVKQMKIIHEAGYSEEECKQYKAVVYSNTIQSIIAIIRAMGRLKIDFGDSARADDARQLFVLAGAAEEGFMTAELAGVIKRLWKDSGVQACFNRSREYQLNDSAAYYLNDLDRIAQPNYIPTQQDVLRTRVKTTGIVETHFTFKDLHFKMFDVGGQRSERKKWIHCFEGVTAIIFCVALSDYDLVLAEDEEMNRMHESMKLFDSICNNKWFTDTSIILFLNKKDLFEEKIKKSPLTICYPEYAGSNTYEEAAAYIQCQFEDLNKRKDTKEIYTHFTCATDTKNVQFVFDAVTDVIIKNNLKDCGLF
HttQ103 aggreg = reduces HttQ103-GFP aggregates in PC12 cells; Potency, µM (series often up to 46.1 µM), without a hit: at the highest dose activity change, negative = inhibition, hits mostly inhibitors; PC12 HttQ103-GFP aggregates, Acumen cytometry, 40 h; AID 1688; 220,000 compounds, 1.1% hits; further: on the % scale 0 is the no-effect control and ±100 the full control effect; nearly all actives have a fitted effect of over 60% in size
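Read-out: GFP aggregate count by laser scanning cytometer (488 nm excitation, 500-530 nm emission, 1–25 µm objects >6 SD above background). Cells: PC12, inducible HTTex1-Q103-GFP, 100 nM tebufenozide; compounds titrated.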
GAA spleen mod = lysosomal alpha-glucosidase (human) modulation; P10253; Potency, µM (series often up to 79.9 µM), without a hit: top-dose activity change, negative = inhibition, actives largely listed as inhibitors; human spleen homogenate, 4-MU-alpha-glucoside fluorescence; 240,000 compounds, 0.006% hits;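 further: 0% = enzyme with vehicle and -100% = no enzyme basal signal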
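Human spleen homogenate (1 ug) incubated with compounds and 1 mM 4-methylumbelliferyl-alpha-D-glucopyranoside in pH 5.0 citrate/phosphate buffer, 37 C, 40 min. Stopped at pH 10; 4-MU fluorescence (Ex 365/Em 440 nm); AC50 by Hill fit.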
Active calls of the source: *; ? = inconclusive; . = no result given; & = joins results of further samples; [ ] = remark or other dose. Unless noted, the call rests on the fitted dose curve; in most records, active means well fitted curve in the direction sought with a large enough effect; inconclusive means small, poorly fitted or top-dose-only effect, or another doubt; inactive means no such curve, though single readings can be large; an effect the other way counts as inactive or inconclusive. Potency means the concentration at half of the fitted maximal effect. Some of the compounds tested. The share of hits here may be higher or lower than overall.

Compound	GAA glycogen	IMPase Li cell	HTT ATP protect	GAA inh	GoLoco inh red	HttQ103 aggreg	GAA spleen mod
COc1ccc(OCC(=O)Nc2cccc(OC)c2)cc1	-1%	22%[38.3 µM]	-11%[10 µM]	-1%	2%	-8%	2%
CCOC(=O)c1cc(-c2ccccc2)sc1NC(=O)C(C)Sc1nnc(C)s1 (configuration not stated)	8%	7%	.	-1%	3%	12%	-15%
O=C(c1cnccn1)N1CCC2(CCN(Cc3cc(C(F)(F)F)cc(C(F)(F)F)c3)CC2)CC1	.	31%[activator]	2%	.	3%	.	4%
CC(=O)c1sc2nc(-c3ccc(C)cc3)c3c(c2c1N)CCCC3	3%	-13%	6%[10 µM]	2%	-3%	-11%	6%
Cc1ccc(CSc2nnc(NC(=O)Cn3cnc4ccccc4c3=O)s2)cc1	-10%	6%	28%[10 µM]	.	20%	-1%[9.22 µM]	-6%
COc1cc(NC(=O)c2ccco2)c(OC)cc1NC(=O)CCC(=O)Nc1cc(C)cc(C)c1	-2%	19%	-10%[10 µM]	9%	-21%	-4%	-1%
CC(C)(C)S(=O)(=O)c1cnc(-c2ccc(Cl)cc2)nc1N	2%	.	6%[10 µM]	-7%[15.4 µM]	-6%	5%[9.22 µM]	2%
C[C@H](NC(=O)c1ccco1)C(=O)Nc1cccc([N+](=O)[O-])c1	3%	6%	21%[10 µM]	-14%	7%	-1%	-10%
Fc1cnc(N/N=C/c2ccc(-c3ccc(Br)cc3)o2)nc1N1CCOCC1	-22%	.	13%[10 µM]	.	1%	17%[9.22 µM]	-1%
O=S(=O)(c1ccccc1)N1CCC2(CC1)CN(Cc1ccccc1)C2	.	22%	-8%	.	4%	.	-8%
O=C(COC(=O)/C=C/c1ccc2c(c1)OCO2)Nc1ccccc1	5%	-1%	-34%	0%	4%	3%	-5%
COC(=O)CSc1nnc(CNC(=O)c2cc(OC)c(OC)c(OC)c2)n1C	-5%	.	-6%	-1%	.	0%	5%

Continued.
Compound	GAA glycogen	IMPase Li cell	HTT ATP protect	GAA inh	GoLoco inh red	HttQ103 aggreg	GAA spleen mod
O=C1C2C3C=CC(C2C(=O)N1C1CCCCC1)C1C(=O)N(C2CCCCC2)C(=O)C31 (configuration not stated)	4%	10%[38.3 µM]	4%	-2%	0%	27%	2%
O=c1c(-c2cccs2)nc2cnc(N3CCNCC3)nc2n1C1CC1	.	-2%	-84%[inhibitor]	.	1%	.	-4%
C=C(C)Cn1c(SCC#N)nc2ccccc2c1=O	-19%	9%[38.3 µM]	17%[0.074 µM]	-8%	7%	-1%	-7%
O=C(CN(CC1CCCO1)C(=O)Cn1nnc(-c2ccc(F)cc2)n1)NC1CCCCC1 (configuration not stated)	7%	-1%[38.3 µM]	5%[10 µM]	-4%	11%	20%	-17%
O=C1CN(c2ccccc2)C(=O)N1	3%	.	22%[10 µM]	.	-2%	13%[9.22 µM]	8%
FC(F)(F)Oc1ccc(NC(=S)NCc2ccccc2)cc1	-13%	3%	5%[10 µM]	0%	-7%	-5%	1%
CCN(CCO)CCCC(C)Nc1ccnc2cc(Cl)ccc12 (configuration not stated)	.	0%&18%	8%&7%	.	8%&2%	-6%	-2%&15%
Cc1ccc(N2N=C(c3ccc(F)cc3)CC2c2ccco2)cc1 (configuration not stated)	-2%	-17%	-13%[10 µM]	?	7%	2%[9.22 µM]	0%
COc1ccccc1NC(=O)N1CCN(S(C)(=O)=O)CC1	18%	6%	-32%	2%	7%	-5%[9.22 µM]	2%
COc1cc(OC)c(CN2CCCCCCC2)cc1Br	6%	41%[activator][38.3 µM]	2%	-3%	0%	-3%	-2%
NC(C(=O)O)C(O)c1ccc(O)c(O)c1 (configuration not stated)	.	.	-81%[inhibitor]	.	2%	-14%	.
Cc1nnc(SCC(=O)Nc2ccc(Cl)cn2)s1	13%	-2%	15%[10 µM]	-3%	-4%	9%	-5%

Additional compounds
Compound	GAA glycogen	IMPase Li cell	HTT ATP protect	GAA inh	GoLoco inh red	HttQ103 aggreg	GAA spleen mod
Cc1ccc(S(=O)(=O)N(CC(=O)N/N=C/c2ccc(F)cc2)c2cccc3cccnc23)cc1	0%	14%[38.3 µM]	-13%	-3%	6%	21%	-15%
N#C/C(=C\c1ccc(Cl)cc1)c1nc2ncccc2[nH]1	-1%	-16%[38.3 µM]	-54%[inhibitor]	9%	6%	18%	-3%
CC(C)(CN1CCN(Cc2ccccc2)CC1)NS(=O)(=O)c1ccc(Cl)cc1	3%	.	-1%[10 µM]	.	-2%	1%[9.22 µM]	-2%
Cc1nc2ccccn2c1C(=O)NCC(C)C	2%	-11%	.	3%	5%	6%	-2%
CCOC(CNC(=O)c1nnc(Cc2cc(OC)c(OC)c(OC)c2)o1)OCC	-4%	4%	-53%[inhibitor]	4%	-8%	-17%	-2%
CCC(C)CCCCC(=O)N[C@@H](CCN)C(=O)N[C@H](C(=O)N[C@@H](CCN)C(=O)N[C@H]1CCNC(=O)C([C@@H](C)O)NC(=O)[C@@H](CCN)NC(=O)[C@H](CCN)NC(=O)[C@H](CC(C)C)NC(=O)[C@@H](CC(C)C)NC(=O)[C@H](CCN)NC1=O)[C@@H](C)O (some centres not stated)	.	-1%	-84%[inhibitor]	.	17%	.	-6%
COC(=O)c1ccc(C2CC(=O)Nc3cc(OC)c(OC)cc32)cc1 (configuration not stated)	-6%	14%[38.3 µM]	7%	-7%	3%	24%	-11%
Cc1ccc2cccc(S(=O)(=O)Nc3ccc4c(c3)OCO4)c2n1	-4%	14%[38.3 µM]	5%	-3%	7%	13%	6%
COc1ccccc1CN(Cc1cc2cc(C)ccc2[nH]c1=O)Cc1nnnn1Cc1ccco1	-2%	14%[38.3 µM]	-28%	-5%	48%[activator]	8%	6%
Cc1sc(-c2ccccn2)nc1OC(=O)c1ccc(Cl)c(Cl)c1	1%	-14%[38.3 µM]	11%	-10%	-6%	12%	1%
CC1CCN(CCCCOc2ccccc2[N+](=O)[O-])CC1	5%	10%[38.3 µM]	-3%	-7%	-6%	7%	0%
C=C(C(=O)c1ccccc1)C(CC(=O)c1ccccc1)c1ccccc1 (configuration not stated)	8%	17%	9%[1.9 µM]	-4%	-9%	0%[1.84 µM]	-6%

Following part.
Compound	GAA glycogen	IMPase Li cell	HTT ATP protect	GAA inh	GoLoco inh red	HttQ103 aggreg	GAA spleen mod
O=C(CC(Cc1ccccc1)c1ccco1)NCc1ccco1 (configuration not stated)	5%	.	13%[10 µM]	?	9%	33%[9.22 µM]	-1%
C=CCn1c(CCSCc2ccc(OC)c(C)c2)n[nH]c1=S	-10%	5%	.	2%	11%	-1%	-1%
Cc1ccc(OCC(=O)Nc2ccc(F)cc2)cc1C	-8%	12%	20%[10 µM]	-2%	3%	-6%	1%
CC(=O)Nc1ccc(N2CCN(C(=O)c3cccs3)CC2)cc1	4%	-3%[38.3 µM]	2%	-1%	-8%	13%	5%
O=C1CCC(N2C(=O)c3ccccc3C2=O)C(=O)N1 (configuration not stated)	1%	10%&-2%&-1%&11%&3%	15%	-11%	7%&4%&6%&-17%&-38%&-20%	-5%&7%	8%&9%&5%&-3%&2%
COc1ccc2cc(C)c(SCC(=O)Nc3cc(C)on3)nc2c1	1%	?	-8%	-3%	6%	5%	0%
CCOC(=O)c1ccc(NC(=O)CSc2nnc(Cn3c(=O)sc4ccccc43)n2C)cc1	6%	-7%	-8%	4%	3%	-8%	-6%
CC(=O)c1csc(COc2cc(Cl)cc(Cl)c2)n1	2%	.	6%[10 µM]	.	-1%	8%[9.22 µM]	1%
CCOC(=O)CSc1nc(N)c(C(=O)Nc2ccc(N(C)C)cc2)s1	?	8%[38.3 µM]	-64%[inhibitor]	7%	-14%	5%	-4%
Cc1ccc(C(=O)NNC(=O)c2ccc3ncccc3c2)cc1	12%	3%	10%[10 µM]	4%	5%	1%	-5%
CCCCC/C=C\C/C=C\C/C=C\C/C=C\CCCC(=O)O[C@H](COCCCCCCCCCCCCCCCC)COP(=O)([O-])OCC[N+](C)(C)C	.	-2%&-10%	?	.	-3%&-42%	.	-5%&-6%
O=C(NCc1cccnc1)C1c2ccccc2C(=O)N1Cc1ccccc1 (configuration not stated)	5%	-4%[38.3 µM]	-6%	1%	-7%	-4%	0%

(more compounds)
Compound	GAA glycogen	IMPase Li cell	HTT ATP protect	GAA inh	GoLoco inh red	HttQ103 aggreg	GAA spleen mod
CC(C)(C)NC(=O)Cn1nc(C(F)(F)F)c2c1CCCC2	6%	1%	.	6%	10%	.	0%
O=c1c2cc(NC(=S)NCc3ccccn3)ccc2nc2n1CCCCC2	-10%	3%	-25%	0%	1%	17%	3%
O=CN1CCCN(Cc2nc(-c3cccc(Cl)c3)no2)CC1	-12%	4%	-2%	1%	7%	5%	0%
CCOc1ccc(S(=O)(=O)NCc2ccccc2)cc1C(N)=O	27%	0%	?	10%	8%	-22%	7%
CCN(C(=O)COC(=O)c1ccc(Cl)c(N)c1)C1CCS(=O)(=O)C1 (configuration not stated)	-2%	-8%	-7%	0%	32%[activator]	-8%	2%
Cc1ccc(OC(C)C(=O)N(Cc2cccs2)C2CCS(=O)(=O)C2)cc1C (configuration not stated)	5%	.	26%[10 µM]	.	11%	1%[9.22 µM]	0%
Cc1ccc(N2C(=O)C(NC(=O)c3ccccc3F)(C(F)(F)F)C3=C2CC(C)(C)CC3=O)cc1 (configuration not stated)	-7%	3%	.	-4%	-9%	9%	-5%
O=C(Nc1ccccc1)N1CCC(c2nc(-c3ccc(S(=O)(=O)N4CCOCC4)cc3)no2)CC1	5%	7%[38.3 µM]	-52%[inhibitor]	-1%	2%	-23%	-8%

Single values from the entries so far:
`O=CN1CCCN(Cc2nc(-c3cccc(Cl)c3)no2)CC1` in HTT ATP protect → -2%
`CCN(C(=O)COC(=O)c1ccc(Cl)c(N)c1)C1CCS(=O)(=O)C1` (configuration not stated) in GAA glycogen → -2%
